SUMO1-SIM PPI: modulators of SUMO1 protein-protein interactions, primary screen, biochemical, uHTS; Small ubiquitin-related modifier 1 (Homo sapiens), P63165; SUMO1 binding to a labelled peptide, TR-FRET, 1 h; inhibition, % at 20 µM; actives 0.33% (n = 360,000); in the data active means inhibition above about 37%
Scp1 inh: Scp-1 phosphatase inhibitors, primary screen, biochemical, colorimetric, uHTS. inhibition, % at 20 µM. AID 493091, 2011. Recombinant Scp1, phosphopeptide, malachite green phosphate absorbance. Carboxy-terminal domain RNA polymerase II polypeptide A small phosphatase 1 (Homo …. actives 0.88% (n = 340,000);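 active means inhibition above about 50% at 20 µM, limit read from the data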;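 further: plate controls were DMSO wells with enzyme for no effect and wells lacking enzyme for full effect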
Target sequence (Q9GZU7 76-261 limits assumed): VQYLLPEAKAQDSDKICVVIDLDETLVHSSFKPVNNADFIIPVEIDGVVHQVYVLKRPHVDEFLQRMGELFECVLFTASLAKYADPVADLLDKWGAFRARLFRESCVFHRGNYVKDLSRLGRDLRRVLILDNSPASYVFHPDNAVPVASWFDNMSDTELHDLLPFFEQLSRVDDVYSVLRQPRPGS
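System: truncated SCP-1 phosphatase (76-261aa); medium: Tris acetate buffer pH 5.5 with MgCl2 and Tween-20; incubation: 45 min room-temperature reaction, 5 min colour, 30 min stabiliser; compound: single 20 µM dose, 1% DMSO; reagent: Phosphorylated 17-residue peptide substrate; read-out: % inhibition at 20 µM; technique: colorimetric free-phosphate detection, absorbance 630 nm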
NRP1-CendR mod: modulators of CendR peptide binding to NRP-1, primary screen, biochemical, fluorescence polarization, uHTS; FAM-RPARPAR peptide binding to NRP-1; Neuropilin-1 (Homo sapiens), O14786; actives 0.85% (n = 360,000); AID 602438, 2012; inhibition, % at 25 µM;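 active means inhibition or corrected inhibition above about 18%, plus a signal ratio from 0.5 to 1.5, limit read from the data, passing the limit was not always enough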; further: strong numbers were not always called active
DNMT1 block: human DNMT1 methyltransferase inhibitors, primary screen, biochemical, molecular beacon, fluorescence, HinP1I cleavage, uHTS | actives 0.83% (n = 360,000) | inhibition (reported as % activation of signal), % at 10 µM; in the data active means inhibition above about 50%
MsrA inhibitor: bovine MsrA enzyme inhibitors, primary screen, biochemical, absorbance, HTS. Methionine sulfoxide reductase A (Bos taurus). purified bovine MsrA, absorbance read-out. inhibition, % at 15.5 µM. actives 0.75% (n = 360,000); in the data active means inhibition above about 4.5%;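 further: 0% = vehicle wells with enzyme and 100% = reference inhibitor wells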
TbMetRS inhib: T. brucei MetRS inhibitors, primary screen, biochemical, luminescence | methionyl-tRNA synthetase (Trypanosoma brucei brucei) | purified T. brucei MetRS, ATP depletion, Kinase-Glo luminescence | inhibition, % at 11.9 µM | actives 0.4% (n = 360,000);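 active means inhibition above a per-plate cutoff of the control wells' mean inhibition plus 3 SD, cut at about 5.5% in these data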;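 further: 0% = DMSO wells median and 100% = median of wells with control inhibitor compound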
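Test system – parasite MetRS enzyme · Reagent – substrates ATP, L-methionine and bulk Escherichia coli tRNA · Doses – 11.9 µM compound single dose, 0.9% DMSO · Times – 15 min enzyme-compound preincubation, 2 h reaction, 10 min detection, 25 °C · Signal – Kinase-Glo luminescence, ATP depletion format · Controls – DMSO-only wells as low control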
bovine MsrA act: bovine MsrA enzyme activators, primary screen, biochemical, absorbance, HTS; activation, % at 10.6 µM; actives 0.3% (n = 360,000); purified bovine MsrA, absorbance read-out; in the data active means activation above about 7.5%;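 further: 0% = vehicle and 100% = reference activator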
LMPTP inh: LMPTP phosphatase inhibitors, primary screen, biochemical, fluorescence intensity, uHTS; actives 0.22% (n = 360,000); recombinant LMPTP-A, OMFP fluorogenic substrate; inhibition, % at 20 µM; Low molecular weight phosphotyrosine protein phosphatase (Homo sapiens), P24666;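 active means compounds that cut the enzyme signal by at least half of the control window in the single-dose screen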;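 further: plate controls were DMSO wells with enzyme plus substrate for no effect and substrate without enzyme for full effect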
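Assay system: LMPTP-A enzyme. Input: 0.625 nM LMPTP-A final. Probe or stimulus: 400 µM OMFP. Compound dosing: single 20 µM dose. Schedule: 50 min dark incubation at room temperature. Detection: fluorescence intensity of OMFP turnover product. Read-out: percent inhibition versus substrate-only and uninhibited controls. Benchmarks: no-enzyme low control, uninhibited high control.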
E coli Lon inh: inhibitors of E. coli Lon protease, primary screen, biochemical, fluorescence polarization | purified E. coli Lon protease | inhibition, % at 7.94 µM | actives 0.42% (n = 360,000); in the data active means inhibition above about 13%, passing the limit was not always enough;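 further: 0% = enzyme with probe and DMSO and 100% = no enzyme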
Target sequence (P0A9M0 whole entry, looked up): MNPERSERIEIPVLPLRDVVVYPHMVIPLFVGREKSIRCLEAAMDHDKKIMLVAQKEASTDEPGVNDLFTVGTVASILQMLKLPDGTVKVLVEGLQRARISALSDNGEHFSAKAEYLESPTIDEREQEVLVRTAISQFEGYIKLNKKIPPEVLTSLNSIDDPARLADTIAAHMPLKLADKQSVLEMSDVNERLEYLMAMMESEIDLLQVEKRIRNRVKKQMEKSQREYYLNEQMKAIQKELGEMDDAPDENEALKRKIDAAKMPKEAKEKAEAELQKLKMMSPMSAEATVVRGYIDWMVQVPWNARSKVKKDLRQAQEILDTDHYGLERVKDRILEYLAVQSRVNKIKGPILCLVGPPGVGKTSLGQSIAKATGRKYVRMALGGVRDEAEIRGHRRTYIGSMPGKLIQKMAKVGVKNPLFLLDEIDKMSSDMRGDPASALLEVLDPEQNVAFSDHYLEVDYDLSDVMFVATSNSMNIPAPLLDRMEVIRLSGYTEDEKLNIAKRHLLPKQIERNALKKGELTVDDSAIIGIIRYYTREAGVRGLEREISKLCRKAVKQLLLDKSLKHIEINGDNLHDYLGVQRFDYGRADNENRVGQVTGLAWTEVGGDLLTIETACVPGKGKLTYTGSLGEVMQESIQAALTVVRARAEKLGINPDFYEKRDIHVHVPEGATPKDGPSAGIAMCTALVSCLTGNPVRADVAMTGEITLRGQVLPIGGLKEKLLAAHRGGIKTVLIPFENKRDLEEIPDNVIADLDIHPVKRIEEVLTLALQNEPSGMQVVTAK
STEP block: STEP phosphatase inhibitors, primary screen, biochemical, fluorescence intensity, uHTS | actives 0.25% (n = 360,000) | recombinant STEP, OMFP fluorogenic substrate | inhibition, % at 20 µM | Tyrosine-protein phosphatase non-receptor type 5 (Homo sapiens), P54829;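 active means inhibition at 20 µM, scaled per plate between control wells, above about 37%, limit read from the data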;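 further: 0% = DMSO with enzyme and substrate and 100% = substrate only without enzyme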
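Assay system: isolated STEP enzyme. Buffer or medium: pH 6.0 Bis-Tris with DTT and Tween 20. Also added: fluorogenic phosphatase substrate OMFP at 25 µM final. Dosing: 20 µM, 1% DMSO. Timing: 20 min reaction, room temperature, in the dark. Measured by: fluorescence intensity, excitation 480 nm, emission 540 nm. Evaluation: normalized % inhibition.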
An asterisk follows results filed as active; x = not tested or not shown. Random draw from the library. Share with any hit: about 4.3%.

Each structure is followed by: E coli Lon inh	SUMO1-SIM PPI	STEP block	Scp1 inh	DNMT1 block	LMPTP inh	MsrA inhibitor	NRP1-CendR mod	TbMetRS inhib	bovine MsrA act
Cc1noc(C)c1NC(=O)Nc1ccc2c(c1)C(=O)N([C@H](C)CO)C[C@H](C)[C@@H](CN(C)S(=O)(=O)c1c(C)noc1C)O2
→ -6	-5	-1	3	5	-0.9	-0.3	-6	-0.5	-10
N#Cc1ccc(CC(=O)c2ccccc2)[nH]c1=O
→ 25*	-10	-1	-3	-9	0.6	1.5	-15	-0.2	-6
O=C(Oc1ccc(Br)cc1C(=S)N1CCOCC1)c1ccc(F)cc1
→ 16	-2	16	-13	-2	2.6	x	2	-0.6	-2
CCCNC(=O)c1ccc2c(c1)nc(C)n2-c1cccc(Cl)c1
→ 2	2	0	0	-1	-1.1	0.1	-2	-0.9	0
CCOC(=O)c1oc2c(c1C)C(=O)CCC2
→ -5	1	0	-8	2	-1.1	0.4	-13	-0.1	3
COCCn1c(=O)[nH]c2cc(C(=O)Nc3ccc(OC)c(Cl)c3)ccc2c1=O
→ 5	3	1	-2	1	-0.6	x	1	-0.1	-1
Cc1ccccc1OCC(=O)OCC(=O)NC1CC1
→ 8	-5	1	-6	4	-0.9	2.4	-4	-0.4	-3
COc1ccc(C2=CSC3=NCCN23)cc1OC
→ 3	4	-3	1	1	0.9	-0.1	-4	-0.7	-5
CCCCCCNC(=O)CC(c1ccccc1)c1cc(Br)ccc1O (centres undefined)
→ 1	12	6	-11	-4	3.1	1.9	-1	-1.0	-5
Nc1cccc(C(=O)OCC(=O)NC2CCCc3ccccc32)c1 (centres undefined)
→ 0	2	-1	-1	0	0.1	-0.2	20	1.3	-1

Some of the entries so far, as comma-separated lines.
compound,E coli Lon inh,SUMO1-SIM PPI,STEP block,Scp1 inh,DNMT1 block,LMPTP inh,MsrA inhibitor,NRP1-CendR mod,TbMetRS inhib,bovine MsrA act
COc1ccc(C2=CSC3=NCCN23)cc1OC,3,4,-3,1,1,0.9,-0.1,-4,-0.7,-5
COCCn1c(=O)[nH]c2cc(C(=O)Nc3ccc(OC)c(Cl)c3)ccc2c1=O,5,3,1,-2,1,-0.6,x,1,-0.1,-1

Grouped by structure, those above with an NH in an aromatic ring (2)
Each structure is followed by: E coli Lon inh	SUMO1-SIM PPI	STEP block	Scp1 inh	DNMT1 block	LMPTP inh	MsrA inhibitor	NRP1-CendR mod	TbMetRS inhib	bovine MsrA act
N#Cc1ccc(CC(=O)c2ccccc2)[nH]c1=O
→ 25*	-10	-1	-3	-9	0.6	1.5	-15	-0.2	-6
COCCn1c(=O)[nH]c2cc(C(=O)Nc3ccc(OC)c(Cl)c3)ccc2c1=O
→ 5	3	1	-2	1	-0.6	x	1	-0.1	-1

(cont.)
Each structure is followed by: E coli Lon inh	SUMO1-SIM PPI	STEP block	Scp1 inh	DNMT1 block	LMPTP inh	MsrA inhibitor	NRP1-CendR mod	TbMetRS inhib	bovine MsrA act
COc1ccc(C(=O)/C=C/Nc2ccc(C)cn2)cc1OC
→ -6	-25	2	-4	2	1.0	2.0	10	-0.2	-1
CC1CCCN(C(=O)C(=O)c2cn(CC(=O)N3CCCCCC3)c3ccccc23)C1 (centres undefined)
→ 21*	-4	-1	-2	0	0.8	1.4	8	-0.5	-9
Cc1ccc(-n2c(SCC(=O)NC3CCS(=O)(=O)C3)nc3ccccc3c2=O)cc1C (centres undefined)
→ -5	-1	4	1	1	-1.1	-0.1	-8	0.2	-3
CC(C)CNC(=O)COC(=O)c1cccc(S(=O)(=O)NCC(F)(F)F)c1
→ 17	11	3	9	5	0.8	2.6	8	-0.3	0
CN(C)CCCN1c2ccccc2Sc2ccc3ccccc3c21
→ -6	-40	6	15	-9	3.0	0.2	-2	-0.5	-4
O=C(CCCCCn1c(=O)[nH]c2ccccc2c1=O)N1CCN(Cc2ccc3c(c2)OCO3)CC1
→ -3	-1	1	1	-3	-0.7	-0.8	5	4.9	-2
CCOC(=O)N1CCC(NC(=O)CCC(=O)N2CC(C)Oc3ccccc32)CC1 (centres undefined)
→ 0	1	3	-12	2	1.7	0.1	-1	-0.5	0
COCc1nnc(NS(=O)(=O)c2ccccc2)s1
→ -8	0	-2	-2	-1	-1.7	0.7	-4	-1.4	-5
COc1ccccc1C(=O)Nn1c(C2CCC2)nc2ccccc2c1=O
→ -12	-2	-2	-8	-2	-4.0	-1.7	4	-0.5	-3
NS(=O)(=O)c1ccc(CNC(=O)c2ccc(C(=O)c3ccccc3)cc2)cc1
→ -10	2	-4	-10	-4	-1.4	-0.9	11	0.4	-3
O=C(Nc1cccc(-c2cnc3ccccc3n2)c1)c1ccco1
→ -3	-22	-2	-1	-4	-1.7	1.8	6	-0.5	-2
CNC(=O)CSc1nc2c([nH]c3ccccc32)c(=O)n1CCOC
→ -5	-6	0	-1	0	-1.1	1.9	1	-0.3	-7
CC(C[N+](C)(C)C)OC(N)=O (centres undefined)
→ -8	10	-2	-1	5	-0.6	-0.4	-5	0.3	-2
Cn1c(=O)oc2cc(S(=O)(=O)N3CCC(C(=O)NCCc4ccccc4)CC3)ccc21
→ -1	5	-1	-11	0	-2.5	-0.2	-13	-1.0	-3
Cc1ccc2[nH]c3c(=O)n4c(nc3c2c1)SCC4
→ 7	-7	-3	-3	-2	0.6	0.0	16	-0.3	-5
COc1ccc(CN(CC(=O)NC2CCCCC2)C(=O)CCC(=O)Nc2nccs2)cc1
→ -7	-1	-3	-4	1	-1.1	0.6	5	-0.4	-4
CC1CC(C)CN(C(=O)Cn2ncc3c([nH]c4ccccc43)c2=O)C1 (centres undefined)
→ -10	-2	-1	-10	0	-0.1	0.9	6	0.1	1
O=C(c1ccccc1CCc1ccccc1)N1CCN(c2ccccn2)CC1
→ 3	2	9	-2	0	0.7	0.7	-1	-0.5	1
COc1ccc(CNC(=O)CCC(=O)Nc2nnc(C(C)C)s2)cc1
→ -7	1	2	-7	-1	-1.4	0.2	5	-0.3	-3
O=C(CN1C(=O)/C(=C/c2ccc(F)cc2)SC1=S)N1CCN(CCc2ccccn2)CC1
→ -27	-21	3	-3	-8	1.6	0.5	-17	-0.3	-2
Cc1ccc2c(C)c(C(=O)NCCN3CCCC(O)C3)oc2c1C (centres undefined)
→ -5	0	0	-4	-6	0.8	0.5	-12	-0.3	1
COc1ccc(NC(=O)C2(c3ccc(NC(=O)c4ccc(OC(C)=O)cc4)cc3)CCCC2)cc1
→ -2	0	0	-4	31	-0.8	-0.7	-1	-0.1	-3
C=C(C)COc1ccc(-c2[nH]ncc2Oc2ccccc2OCC)c(O)c1
→ -9	-4	2	4	0	-0.4	0.5	5	-0.5	-2
Cc1c(NC(=O)c2ccc(S(=O)(=O)Nc3ccccc3F)cc2)c(=O)n(-c2ccccc2)n1C
→ -1	6	-2	-3	0	1.1	-1.6	12	0.0	-5
CSc1ccc(C(=S)N2CCN(Cc3ccccc3)CC2)cc1
→ -6	-3	52*	-5	-3	-0.5	1.3	-2	-0.8	-4
Cc1ccn2c(=O)nc(SCC(=O)NCc3ccccc3Cl)nc2c1
→ -20	8	1	47	6	16	1.9	-17	-0.3	-6
NC(=O)c1ccc(NCCCN2CCOCC2)c([N+](=O)[O-])c1
→ 14	-22	-3	1	3	-0.5	-0.2	-5	-0.3	-2
Cc1cccc(CN2CCc3c([nH]c4ccccc34)C2)c1
→ -3	-18	-2	-4	0	-0.8	0.0	1	5.8*	-4
C#CCSc1nnc(-c2cc3c(C(F)(F)F)nn(C)c3s2)n1C
→ -8	-1	-2	1	1	1.0	-0.2	11	-1.7	-4
CCOc1cc(C(=O)NCc2ccncc2)cc(OCC)c1OCC
→ 4	1	-2	-3	1	-1.9	-1.5	-5	-0.7	-2
COCCCn1c(CCC(=O)O)ccc1-c1cccs1
→ -14	1	-2	-16	-2	-1.5	-0.5	-28	-1.3	-5
O=[N+]([O-])c1cccc2nc(-c3ccccc3)c(-c3ccccc3)nc12
→ 0	-26	-4	-16	3	0.6	1.0	2	-1.7	-15
Cc1cc2ncn(S(=O)(=O)c3ccc(S(=O)(=O)N4CCOCC4)cc3)c2cc1C
→ -5	0	-1	-7	3	-1.3	-0.7	5	-1.2	-11
Cc1ccc(N(CN2CCCC2=O)C(=O)c2ccccc2)cc1
→ -7	3	2	-3	-1	-0.7	-0.7	-6	0.2	-2
O=C(NC(=S)Nc1cc([N+](=O)[O-])ccc1O)c1ccc2c(c1)OCO2
→ 2	-6	14	-5	0	58*	0.0	-11	-0.3	-2
CC1CCCC(NC(=O)CCCn2c(=O)[nH]c3cc(Cl)ccc3c2=O)C1C (centres undefined)
→ 2	-2	0	-12	-5	-0.5	-0.6	2	-0.3	1
O=C(Nc1ccc2c(c1)OCO2)OCc1ccccc1
→ 13	0	-4	-8	-1	-0.1	x	0	0.3	-3
COc1ccc(C(C(=O)NC(C)(C)C)N(C(=O)CCC(=O)Nc2ccccn2)C2CCCCC2)cc1 (centres undefined)
→ -1	-2	6	-6	1	-0.2	-0.5	0	-0.1	-1

Bioassay records: PubChem BioAssay, several laboratories
